Source: PubChem BioAssay
PME-1 inh = PME-1 inhibitors via competitive probe labeling, primary screen, biochemical, fluorescence polarization, FP-Rh probe, HTS | Protein phosphatase methylesterase 1 (Homo sapiens), Q9Y570 | recombinant PME-1 | inhibition, % at 5.9 µM | 320,000 tested, 0.53% active | AID 2130, 2009;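 active means inhibition above the campaign mean of all compounds plus 3 SD, cut at about 26% in these data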;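 further: competitive labeling of PME-1 active site by serine hydrolase directed probe; 0% = PME-1 with DMSO and 100% = wells lacking PME-1 enzyme; inhibitors block probe labeling so polarization falls and inhibition rises; many of its hits are not listed in these tables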
PAFAH1B2 FP inh = PAFAH1B2 enzyme inhibitors, primary screen, biochemical, fluorescence polarization, human | Platelet-activating factor acetylhydrolase IB subunit alpha2 (Homo sapiens), P68402 | recombinant PAFAH1B2, FP-rhodamine activity probe | inhibition, % at 3.39 µM | 340,000 tested, 1.2% active | AID 492953, 2010;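 active means inhibition above the mean of all tested compounds plus 3 SD, cut at about 24% in these data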;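 further: 0% = enzyme with DMSO and 100% = wells lacking PAFAH1B2; many of its hits are not listed in these tables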
Bcl-xL primary = inhibitors of human Bcl-xL, primary screen, biochemical, fluorescence polarization, HTS; Bcl-2-like protein 1 (Homo sapiens), Q07817; GST-Bcl-xL / FITC-Bim BH3 peptide fluorescence polarization; inhibition, % at 10.9 µM; 320,000 tested, 0.7% active;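 active means inhibition above the mean of all tested compounds plus 3 SD, cutoff set per campaign, cut at about 30% in these data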;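 further: 0% = DMSO wells and 100% = unlabeled Bim-BH3 peptide competitor; inhibitors lower millipolarization by displacing the labeled peptide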
Target sequence (Q07817 whole entry, looked up): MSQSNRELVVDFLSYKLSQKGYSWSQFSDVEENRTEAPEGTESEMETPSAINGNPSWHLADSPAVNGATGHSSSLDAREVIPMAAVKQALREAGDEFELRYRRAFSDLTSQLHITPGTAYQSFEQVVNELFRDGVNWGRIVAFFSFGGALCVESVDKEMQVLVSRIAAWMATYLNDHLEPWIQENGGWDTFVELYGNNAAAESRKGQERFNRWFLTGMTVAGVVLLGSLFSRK
MCL1-BIM inh = inhibitors of MCL1 binding to BIM-BH3, primary screen, biochemical, fluorescence polarization | Induced myeloid leukemia cell differentiation protein Mcl-1 (Homo sapiens), Q07820 | GST-MCL1 / FITC-Bim-BH3 fluorescence polarization | inhibition, % at 10.9 µM | 320,000 tested, 0.68% active;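 active means inhibition above the mean inhibition of all tested compounds plus 3 SD, set per campaign, cut at about 40% in these data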;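 further: 0% = DMSO wells and 100% = unlabeled Bim-BH3 peptide control; higher means more loss of mP so more displacement of Bim peptide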
MEX-5 binding = MEX-5 zinc finger RNA-binding disruptors – biochemical, C. elegans, fluorescence polarization, MLPCN library, primary screen. Zinc finger protein mex-5 (Caenorhabditis elegans), Q9XUB2. AID 1832, 2009. activity score (negative = inhibition of binding), % at 10 µM. 300,000 tested, 0.38% active. MEX-5/FITC-TCR2 RNA binding; active compounds read low;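 active means inhibition past about -25% in most replicates, and total fluorescence under double the plate's negative control median, limit read from the data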;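 further: 0% = DMSO and -100% = 5 µM competing unlabeled TCR2 RNA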
Fam108B inh = mouse Fam108B serine hydrolase inhibitors, primary screen, counter-screen for RBBP9 inhibitor project, biochemical, fluorescence polarization; recombinant Fam108B, FP-Rh probe fluorescence polarization; inhibition, % at 9.51 µM; 300,000 tested, 0.33% active;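 active means inhibition above the screen mean inhibition plus 3 SD, computed separately per campaign, cut at about 18% in these data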;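 further: inhibitors lower polarization as less probe binds the enzyme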
pPAFAH inh = pPAFAH enzyme inhibitors, primary screen, biochemical, fluorescence polarization, human; Platelet-activating factor acetylhydrolase (Homo sapiens), Q13093; recombinant pPAFAH, FP-rhodamine probe fluorescence polarization; inhibition, % at 3.39 µM; 330,000 tested, 1.5% active;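 active means inhibition above the mean inhibition across the screen plus 3 SD, cut at about 25% in these data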;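 further: inhibitors block binding of the rhodamine activity-based probe so polarization drops; 0% = enzyme with DMSO and 100% = wells lacking pPAFAH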
GLD-1 TGE inh = GLD-1/TGE RNA complex disruptors, primary screen, biochemical, fluorescence polarization. Female germline-specific tumor suppressor gld-1 (Caenorhabditis elegans), Q17339. purified GLD-1 + fluorescein TGE RNA. inhibition, % at 5.96 µM. 320,000 tested, 0.44% active;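 active means percent inhibition above a per-plate cutoff, the plate mean of test compounds plus 3 SD, cut at about 30% in these data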;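 further: 0% = DMSO wells with GLD-1 and probe and 100% = wells lacking GLD-1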
AHR activator = AHR activators, primary screen, cell-based, luminescence, luciferase reporter, human; 320,000 tested, 2.5% active; AID 2796, 2010; AHR-responsive luciferase reporter cells; activation, % at 5 µM; in the data active means activation above about 47%;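 further: 0% = vehicle wells and 100% = reference agonist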
Target sequence (P35869 whole entry, looked up): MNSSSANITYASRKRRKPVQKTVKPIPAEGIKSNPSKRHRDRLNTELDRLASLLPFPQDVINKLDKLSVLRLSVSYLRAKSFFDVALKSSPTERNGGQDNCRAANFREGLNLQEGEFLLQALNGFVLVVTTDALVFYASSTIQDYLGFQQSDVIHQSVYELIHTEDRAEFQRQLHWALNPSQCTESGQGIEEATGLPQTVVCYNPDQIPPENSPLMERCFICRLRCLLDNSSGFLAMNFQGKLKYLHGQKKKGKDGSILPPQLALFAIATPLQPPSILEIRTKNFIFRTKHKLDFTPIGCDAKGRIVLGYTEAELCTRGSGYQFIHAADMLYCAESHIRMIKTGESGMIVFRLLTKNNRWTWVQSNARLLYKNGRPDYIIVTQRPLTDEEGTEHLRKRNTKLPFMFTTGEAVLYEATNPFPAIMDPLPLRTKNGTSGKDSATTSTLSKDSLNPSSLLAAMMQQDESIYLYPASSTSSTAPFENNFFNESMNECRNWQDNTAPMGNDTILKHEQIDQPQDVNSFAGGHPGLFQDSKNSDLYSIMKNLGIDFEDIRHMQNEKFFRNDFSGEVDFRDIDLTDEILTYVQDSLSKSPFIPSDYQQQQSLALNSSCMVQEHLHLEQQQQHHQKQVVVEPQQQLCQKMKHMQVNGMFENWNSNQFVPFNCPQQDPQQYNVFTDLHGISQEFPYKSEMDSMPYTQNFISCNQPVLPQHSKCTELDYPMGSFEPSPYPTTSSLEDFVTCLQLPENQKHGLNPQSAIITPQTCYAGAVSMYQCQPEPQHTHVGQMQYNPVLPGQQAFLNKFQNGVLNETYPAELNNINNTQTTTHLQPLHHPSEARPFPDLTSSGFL
Active calls of the source: *; x = no result given. Not all compounds are listed; rates above refer to the full screens.

SMILES	PME-1 inh	PAFAH1B2 FP inh	Bcl-xL primary	MCL1-BIM inh	MEX-5 binding	Fam108B inh	pPAFAH inh	GLD-1 TGE inh	AHR activator
CC(=O)C1=C(O)C(=O)N(CCO)C1c1ccccc1 (stereo unspecified)	5	-1	-16	-4	-1.8	4	1	6	2
Cc1ccc(C(=O)N(Cc2ccccc2)C(C)(C)C)cc1C	9	9	-1	-1	0.4	-2	8	7	4
CCCCc1ccc(-c2csc(/C(C#N)=C/c3ccc(C)o3)n2)cc1	-7	-2	11	2	-2.6	0	2	0	7
COc1ccc(S(=O)(=O)N(C)c2ccc(C(=O)N3CCCC3)cc2)cc1OC	-1	5	-5	-5	-3.6	-5	-3	11	1
Cc1ccc(CN(C)C(=O)CCNS(=O)(=O)c2ccccc2)o1	-4	7	-2	2	x	x	-5	5	1
CSc1ncccc1C(=O)NCc1ccc(C)cc1	-11	-1	6	0	2.2	-5	0	5	4
CC1CCN(c2ccc3nnc(CCC(=O)N4CCN(c5ccc(F)cc5)CC4)n3n2)CC1	-6	4	8	11	1.5	4	5	4	1
COc1cccc(CNC(=O)C2CCN(S(=O)(=O)c3cnc[nH]3)CC2)c1	-4	2	3	0	-0.2	1	-2	-1	-3
CCc1cc(=O)oc2cc(OCC(=O)O)c(Cl)cc12	3	8	10	1	0.4	2	0	0	-1
CCCNC(=O)COC(=O)c1ccccc1OCC(=O)Nc1ccc(Br)cc1	-3	0	0	-17	-0.6	1	1	-6	1
Cc1cc(C)cc(NC(=O)CC23CC4CC(C2)CC(n2nnc(C)n2)(C4)C3)c1	1	1	4	2	0.8	0	10	7	8
COC(=O)c1ccccc1NC(=O)c1cc(C)no1	3	2	4	-1	1.4	6	-3	-15	1
S=C(Nc1ccc(Cl)cc1Cl)N1CCOCC1	-4	1	4	5	0.3	2	0	-8	-1
O=C(c1ccc([N+](=O)[O-])cc1)N(Cc1ccccc1)c1ccccn1	-1	6	4	1	0.2	-2	4	4	0
CC(=O)NNC(=S)NC(=O)c1ccc(C)cc1	-6	2	6	-2	-0.5	1	3	-1	7
CCN(CC)S(=O)(=O)c1cc(C)c(C)cc1OCC(=O)NC1CCCC1	0	1	3	-5	0.0	-2	3	5	0
COC(=O)c1ccc(CNC(=O)CNc2cc(C(F)(F)F)ccc2N2CCOCC2)cc1	4	5	-7	-8	0.1	-3	2	2	-2
O=C(CC1CCCC1)N1CCCC(Nc2cccc(F)c2)C1 (stereo unspecified)	2	-2	0	-3	-2.1	-3	5	-1	0
COc1ccc(CCNC(=O)CSc2ccc(-c3ccccc3)nn2)cc1	3	x	8	10	1.5	-1	5	6	1
COc1cccc(C2=NOC(C(=O)Nc3ccccc3SC)C2)c1 (stereo unspecified)	0	-1	3	7	1.3	-5	0	1	8
O=C(NCc1ccc2c(c1)OCO2)C(=O)NCC1OCCN1S(=O)(=O)c1ccc(Cl)cc1 (stereo unspecified)	3	6	3	4	-2.4	0	3	-2	2
CC1=CC(C)(C)N=C(Nc2ccc(C)cc2)S1	6	-1	0	3	0.7	2	1	12	3
Cc1ccc2nc(NC(=O)CC3Oc4ccccc4NC3=O)sc2c1 (stereo unspecified)	-12	3	1	4	-0.4	-3	1	0	12
CCN(CC)CCNC(=O)C1CCN(S(=O)(=O)c2c(C)noc2/C=C/c2ccccc2F)CC1	6	4	2	2	-0.1	0	1	1	-1
COc1ccc(N2CCN(C(=O)CSc3nnc(-c4ccc5[nH]c(C)c(C)c5c4)o3)CC2)cc1	4	0	5	3	1.2	-6	3	2	2
c1ccc(CN2CCC3(CC2)Nc2ccccc2CO3)cc1	0	1	2	0	-1.2	4	-4	6	-1
CC(=O)Nc1ccc(N/C(N)=N/c2nc(C)cc(C)n2)cc1	-4	6	-1	-2	1.4	-1	2	-1	4
Cn1c2c(c(=O)c3ccccc31)CCC(C)(C)O2	1	0	-1	1	2.3	1	10	2	8
FC(F)(F)c1cnc(N2CCCN(C(=S)Nc3ccccc3)CC2)c(Cl)c1	-4	0	7	14	0.9	0	2	-1	-7
CCOC(=O)c1cnn(-c2ccccc2)c1-n1cccc1C(=O)C(=O)N(CC)CC	-2	-2	4	7	1.6	-3	5	-4	-1
CCOC(=O)C1C(=O)Nc2nc3ccccc3n2C1C(C)C (stereo unspecified)	-12	2	9	2	-0.5	1	6	1	0
CC(=O)OC(C(=O)NC1CCCCC1)c1ccccc1F (stereo unspecified)	-7	2	5	-1	0.4	0	-6	1	1
COC(=O)c1ccccc1S(=O)(=O)N1CCC(C(=O)N(C)CCOc2ccccc2)CC1	-1	4	-2	-6	2.3	7	3	-4	4
O=C(CCc1nnc2n(Cc3ccc(Cl)cc3)c(=O)c3ccccc3n12)N1CCN(c2ccccn2)CC1	-5	-4	-1	-3	0.8	-2	2	-5	-1
COc1ccc(/C=C2\Oc3cc(OCC(=O)N4CCC[C@H]4C(=O)O)ccc3C2=O)c(OC)c1OC	8	-5	1	-6	-0.4	-1	1	-6	1
Oc1c(C(c2ccc(Cl)cc2)N2CCCC2)cc(Cl)c2cccnc12 (stereo unspecified)	-4	3	14	19	0.6	-2	3	9	10
Cc1cc(C(=O)CS(=O)(=O)c2ccc(F)cc2)cc(C)c1O	0	2	3	6	0.9	-5	6	9	0
CC(C)c1ccccc1NC(=O)Cn1c(/C=C/c2ccccc2)nc2ccccc21	-7	x	-4	0	-0.3	-5	-4	0	5
NC(=O)C1CCN(C(=O)c2cc3c(s2)CCCCC3)CC1	1	-4	1	0	x	x	2	0	5
Cc1ccc(CNC(=O)C2CCC(=O)N2Cc2ccccc2Cl)cc1 (stereo unspecified)	9	7	1	12	1.5	5	3	2	1

The final two entries of the part above lead into the next:
SMILES	PME-1 inh	PAFAH1B2 FP inh	Bcl-xL primary	MCL1-BIM inh	MEX-5 binding	Fam108B inh	pPAFAH inh	GLD-1 TGE inh	AHR activator
NC(=O)C1CCN(C(=O)c2cc3c(s2)CCCCC3)CC1	1	-4	1	0	x	x	2	0	5
Cc1ccc(CNC(=O)C2CCC(=O)N2Cc2ccccc2Cl)cc1 (stereo unspecified)	9	7	1	12	1.5	5	3	2	1
O=[N+]([O-])c1ccc(Oc2ccc(-c3nnco3)cc2)c(Cl)c1	1	7	-1	-4	1.3	-3	8	-7	3
O=C(NCCS(=O)(=O)NCC1CCCO1)c1ccccc1 (stereo unspecified)	2	1	3	4	2.4	1	4	-1	-1
Cc1csc(NC(=O)C2CC(=O)N(Cc3ccco3)C2)n1 (stereo unspecified)	-2	0	-3	-1	-4.8	-5	4	7	10
Cc1ccc(N2C(=O)CS/C2=C(\C(Cl)=C(Cl)Cl)[N+](=O)[O-])cc1	7	9	-23	-57	1.9	6	24	-17	18
COc1ccc(C)c2sc(N(CCN(C)C)C(=O)c3cccc(N4C(=O)CCC4=O)c3)nc12	-1	-3	6	4	3.1	1	6	4	8
CC(C)(CNC(=O)c1cccc(NS(=O)(=O)c2ccc(Br)cc2)c1)N1CCOCC1	-5	27*	1	0	-0.4	1	7	1	-1
CCOC(=O)C1(CCOc2ccccc2)CCN(Cc2ccc(C)o2)CC1	2	8	2	0	1.9	2	6	6	0
O=C(NC(=S)Nc1ccccc1C(=O)O)c1ccc(-c2ccc(Br)cc2)o1	-8	3	18	23	-2.2	-7	5	-3	13
Cc1cccc(NS(=O)(=O)c2ccc(Br)s2)n1	-2	-1	1	1	0.2	0	3	-7	1
O=C(COC(=O)Cn1[nH]c(=O)c2ccccc2c1=O)Nc1ccc2c(c1)OCO2	-9	0	1	-8	-0.6	2	-1	7	0
Cc1nnc2ccc(-c3ccc(NS(=O)(=O)c4ccccc4F)cc3)nn12	0	4	2	-1	-0.2	0	10	3	-3
COCCNCCOc1ccc(C)cc1[N+](=O)[O-]	3	-2	-3	1	0.5	0	1	4	6
COc1cc(NC(=S)Nc2ccc3c(c2)OCCO3)cc(OC)c1OC	3	4	4	1	0.1	1	1	-2	4
CC(C)CN1CCN(Cc2cnc(N3CCOCC3)s2)CC1CCO (stereo unspecified)	-8	0	5	8	0.8	3	3	0	8
COC(=O)[C@@H](NC(=O)O[C@@H]1C(=O)c2ccc(OC)cc2O[C@H]1c1cccc(C(F)(F)F)c1)C(C)C	1	x	4	3	-0.6	-12	7	-2	12
Nc1nc(-c2ccccc2)cc(C(F)(F)F)n1	-4	2	3	5	1.1	-2	2	4	-4
O=S(=O)(Nc1ccc(-c2ccc3nncn3n2)cc1)c1ccc(Cl)s1	-2	5	6	7	0.1	0	10	3	-1
COc1cc2c(cc1OC)N1C(=O)CC(OCC(=O)O)C3C4CC5(CCN5C(=O)C4=O)C2C31 (stereo unspecified)	-2	x	4	6	-2.0	-1	3	-3	4
COc1ccc(C2C3=C(CCCC3=O)Nc3c(-c4ccccc4)c(C)nn32)cc1 (stereo unspecified)	-7	2	-1	-1	-2.3	1	-4	1	10
CCOC(=O)c1ccc(NC(=O)CSc2nnc(COc3ccccc3)n2C)cc1	-1	-1	3	-4	-2.6	-4	-3	3	-4
COc1ccc(NC2CCCN(C(=O)CCc3scnc3C)C2)cc1 (stereo unspecified)	1	5	12	3	0.0	0	1	2	0
O=C(COC(=O)c1ccc([N+](=O)[O-])o1)NC1CCCC1	x	6	x	x	x	x	8	2	0
CCCCc1cc(=O)oc2cc(OCC(=O)Nc3cccnc3)c(Cl)cc12	3	1	4	2	0.0	0	3	-6	0
Clc1ccccc1OCCn1cnc2ccccc21	1	-2	2	0	0.2	-7	1	2	-7
CCOC(=O)CSc1nc2cc3c(cc2cc1C#N)OCO3	22	-2	2	-8	x	-2	1	-13	35
Nn1c(SCC(=O)NNC(=O)c2ccccc2)nnc1-c1ccccc1F	-1	0	-9	-10	1.0	0	3	5	3
CCCCC(=O)Nc1ccc(Br)cn1	1	3	-6	-2	-0.4	6	-6	8	1
Cc1ccc2[nH]c(=O)c(CN(CCCN(C)C)C(=O)Nc3ccc(Cl)cc3)cc2c1	-9	3	-4	-11	0.3	3	1	3	4
COc1cccc(CN2C(=O)c3cccc(N)c3C2=O)c1	-5	1	50*	58*	-21	-3	2	44*	4
Cc1nnc2n(Cc3ccccc3)c(=O)c3c4c(sc3n12)COC(C)(C)C4	1	-1	4	10	-1.3	0	-1	13	0
O=C(CSc1nnc2scc(-c3ccccc3)n12)Nc1ccc2c(c1)OCCO2	4	5	0	-11	0.6	-3	-1	5	4
O=C(Nc1ccc(Br)cc1)c1ccccc1Br	-1	-4	6	3	-0.7	0	1	1	5
CC(C)(C)c1ccc(-c2cnco2)cc1	-3	-2	-1	1	1.3	-2	5	10	1
CCN1CCN(S(=O)(=O)c2c(C)[nH]c(C)c2C(=O)N2CCCCC2)CC1	2	1	3	7	3.0	8	2	2	0
O=C(/C=C/c1ccc2ccccc2n1)N1CCN(c2ccccc2)CC1	5	0	5	0	-1.6	2	13	3	16
